# Screens: PubChem BioAssay, Sanford-Burnham Center for Chemical Genomics
# HKDC1 inhibitor – HKDC1 hexokinase inhibitors, primary screen, biochemical, fluorescence, uHTS. Q2TB90. recombinant HKDC1, G6PDH/diaphorase resazurin coupled fluorescence. inhibition, % at 20 µM. 340,000 tested, 0.16% active. AID 493160, 2011;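 active = inhibition above about 35% when tested at 20 µM, limit read from the data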;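 also: plate controls were DMSO wells with enzyme for no effect and DMSO wells lacking enzyme for full effect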
#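 Incubation: 90 min at room temperature in dark / Material: recombinant HKDC1 (HK5) hexokinase enzyme, produced in-house / Quantity: enzyme 5 µg/mL final / Compound: one dose of 20 µM, 1% DMSO / Reagent: glucose and ATP substrates / Buffer or medium: Tris pH 8.0 buffer with MgCl2, Tween-20, BSA, BME / Technique: resorufin fluorescence at 613 nm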
# APOBEC3A inh – APOBEC3A ssDNA deaminase inhibitors, primary screen, selectivity assay for APOBEC3G inhibitor project, biochemical, FAM/TAMRA oligo cleavage fluorescence. DNA dC->dU-editing enzyme APOBEC-3A (Homo sapiens), P31941. 330,000 tested, 0.41% active. AID 493011, 2011. recombinant A3A, FAM/TAMRA ssDNA deamination fluorescence. inhibition, % at 20 µM;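 active = at least 40% inhibition at 20 µM here, with at most 30% in a related deaminase screen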;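 also: plate controls were A3A with DMSO for no effect and wells lacking A3A enzyme for full effect; some results filed as inactive read as strong as hits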
# Target sequence (P31941 whole entry, looked up): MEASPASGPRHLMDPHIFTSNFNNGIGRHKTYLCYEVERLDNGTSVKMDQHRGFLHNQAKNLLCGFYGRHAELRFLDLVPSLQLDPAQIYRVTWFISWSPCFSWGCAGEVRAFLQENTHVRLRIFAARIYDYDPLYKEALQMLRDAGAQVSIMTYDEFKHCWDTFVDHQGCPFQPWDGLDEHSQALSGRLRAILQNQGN
# mIAP activ – activators of mouse IAP, primary screen, biochemical, luminescence, uHTS. AID 2805, 2010. activation factor at 10 µM. intestinal alkaline phosphatase [Mus musculus]. 330,000 tested, 0.24% active. muIAP, CDP-Star luminescence, 30 min; hits give high values; 1 = vehicle-only enzyme signal, 0 = enzyme-free wells;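 active = activation factor of at least 2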; also: the source names both 10 and 20 µM as test concentration; values of inactives mirror those of a sister screen read the other way
#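 also added = chemiluminescent substrate CDP-Star | test system = mouse IAP enzyme | signal = chemiluminescence readout | compound = DMSO-dissolved test compounds | incubation = 30 min at room temperature | benchmarks = DMSO wells, no-enzyme wells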
# ATG4B inhibitor – ATG4B protease inhibitors, primary screen, biochemical, fluorescence, uHTS. ATG4B cleavage of LC3-PLA2, NBD-HPC fluorescence, 1 h. inhibition, % at 8.33 µM. 340,000 tested, 0.51% active. AID 504462, 2011; in the data active = inhibition above about 40%
# mIAP inh – inhibitors of mouse IAP, primary screen, biochemical, luminescence, uHTS | AID 2806, 2010 | inhibition, % at 10 µM | purified mouse IAP, CDP-Star luminescence, 30 min | intestinal alkaline phosphatase [Mus musculus] | 330,000 tested, 0.2% active;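 active = inhibition of at least 40% at 10 µM in the primary screen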;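 also: plate controls were DMSO with enzyme for no effect and no enzyme wells for full effect; values of inactives mirror those of a sister screen read the other way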
# hIAP activ – human IAP activators, primary screen, biochemical, luminescence, uHTS; purified human IAP, CDP-Star luminescence, 30 min; hits give high values; 1 = vehicle-only enzyme, 0 = enzyme-free background; AID 2524, 2010; 330,000 tested, 0.16% active; activation factor at 10 µM; Intestinal-type alkaline phosphatase (Homo sapiens), P09923;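 active = activation factor of the enzyme at least 2-fold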; also: the source names both 10 and 20 µM as test concentration; values of inactives mirror those of a sister screen read the other way
# Target sequence (P09923 whole entry, looked up): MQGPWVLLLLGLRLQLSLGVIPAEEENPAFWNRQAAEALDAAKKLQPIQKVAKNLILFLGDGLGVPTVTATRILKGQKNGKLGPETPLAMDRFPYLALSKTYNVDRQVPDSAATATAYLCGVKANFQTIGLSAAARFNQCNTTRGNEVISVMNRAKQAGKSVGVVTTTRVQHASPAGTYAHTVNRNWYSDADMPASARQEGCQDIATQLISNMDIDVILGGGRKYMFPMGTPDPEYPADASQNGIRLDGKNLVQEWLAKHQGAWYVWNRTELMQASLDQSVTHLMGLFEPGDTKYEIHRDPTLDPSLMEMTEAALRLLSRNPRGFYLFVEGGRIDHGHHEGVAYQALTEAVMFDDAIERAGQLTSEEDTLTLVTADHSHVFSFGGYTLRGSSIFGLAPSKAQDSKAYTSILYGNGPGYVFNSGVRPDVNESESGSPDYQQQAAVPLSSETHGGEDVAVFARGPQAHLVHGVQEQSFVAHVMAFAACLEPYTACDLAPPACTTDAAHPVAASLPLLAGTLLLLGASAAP
# hIAP block – human IAP inhibitors, primary screen, biochemical, luminescence, uHTS; Intestinal-type alkaline phosphatase (Homo sapiens), P09923; purified IAP, CDP-Star luminescence, 30 min; inhibition, % at 10 µM; 330,000 tested, 0.12% active;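 active = inhibition reaching a set limit with compound at 10 µM in the primary screen, cut at about 35% in these data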;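 also: plate controls were DMSO wells with enzyme for no effect and no-enzyme buffer wells for full effect; values of inactives mirror those of a sister screen read the other way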
# PfGluPho inh – PfG6PD enzyme inhibitors, primary screen, biochemical, fluorescence intensity, uHTS. PfGluPho enzyme, NADPH resazurin-diaphorase fluorescence. AID 504690, 2011. glucose-6-phosphate dehydrogenase-6-phosphogluconolactonase (Plasmodium falciparum 3D7). 350,000 tested, 0.78% active. inhibition, % at 20 µM;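 active = inhibition reaching at least a set limit at 20 µM in the primary screen, cut at about 59% in these data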;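 also: 0% = DMSO wells with substrate and 100% = DMSO wells lacking glucose-6-phosphate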
# * marks the source's active call; other numbers are inactive results; nt = not tested or not shown.
No.	mol	HKDC1 inhibitor	ATG4B inhibitor	hIAP block	APOBEC3A inh	mIAP inh	PfGluPho inh	hIAP activ	mIAP activ
1	Cc1ccc(NC(=O)CCNS(=O)(=O)c2ccc3c(c2)CCC(=O)N3)c(Br)c1	2	-14	0	-5	4	6	1	0.96
2	COc1ccc(N2CCN(C(=O)[C@@H]3CCCN3C3=NS(=O)(=O)c4ccccc43)CC2)cc1	-6	-1	4	-3	0	1	0.96	1
3	CC1(C)CC(=O)c2sc(NC(=O)CN3CCCCC3)nc2C1	-8	1	-8	1	-5	-9	1.1	1.1
4	COc1ccccc1NC(=S)N1CCn2cccc2C1c1cccnc1 (stereo not given)	0	-1	-3	5	6	4	1	0.94
5	CCN1C(=O)c2cccc3c(Cl)ccc1c23	5	-2	-6	-4	6	4	1.1	0.94
6	CCOC(=O)C(CC)/C(C)=N/NC(=O)c1ccc([N+](=O)[O-])cc1 (stereo not given)	-5	-7	3	-2	7	17	0.97	0.93
7	O=C(Cn1nc(-c2ccccc2)ccc1=O)N1CCCCC1	-1	-7	-11	-3	-8	-2	1.1	1.1
8	C[C@@H]1CC[C@]2(C(=O)O[C@@H]3O[C@H](CO)[C@@H](O)[C@H](O)[C@H]3O)CC[C@]3(C)C(=CCC4[C@@]5(C)C[C@@H](O)[C@H](O)[C@@](C)(C(=O)O[C@@H]6[C@H](O)C[C@@]7(C)C(CC[C@]8(C)C7CC=C7[C@H]9[C@](C(=O)O[C@@H]%10O[C@H](CO)[C@@H](O)[C@H](O)[C@H]%10O)(CC[C@@H](C)[C@@]9(C)O)CC[C@]78C)[C@@]6(CO)C(=O)O)C5CC[C@]43C)[C@@H]2[C@]1(C)O (stereo not given in full)	-2	0	-32	-5	-4	-9	1.3	1
9	COc1ccc(N2CC(C(=O)N3CCC(c4nc5ccccc5[nH]4)CC3)CC2=O)cc1 (stereo not given)	-9	-16	-2	0	0	-7	1	0.99
10	C/C(=C\C(=O)c1ccc(Br)cc1)Nc1ccc(Cl)cc1	-5	18	1	-2	7	-1	0.99	0.93
11	COc1ccc(C(C)C)cc1S(=O)(=O)NCC1CCCO1 (stereo not given)	-8	-2	-16	2	5	-1	1.2	0.95
12	CC(C)C(c1nnnn1C1CCCCC1)N1CCN(C(=O)c2ccco2)CC1 (stereo not given)	-4	-1	0	2	-7	-13	1	1.1
13	Cc1noc(C)c1COc1ccc(C(=O)Nc2nnc(CC(C)C)s2)cc1	-4	8	2	-1	-3	-9	0.98	1
14	Cn1nnc(NC(=O)c2cccc(OCc3ccccc3)c2)n1	-4	-6	4	-3	5	-18	0.96	0.95
15	COc1ccccc1N1C(=O)c2ccc(C(=O)Nc3ccc(F)cc3)cc2C1=O	6	-10	4	-3	7	9	0.96	0.93
16	COc1ccc(OC)c(NC(=O)N2CCCC(CNS(=O)(=O)c3cccs3)C2)c1 (stereo not given)	-3	4	0	1	2	5	1	0.97
17	COc1ccc(S(=O)(=O)NCCC(=O)NCc2cccs2)cc1	4	0	11	0	-4	-5	0.89	1
18	COc1cccc2c(=O)c(SC(F)(F)C(F)C(F)(F)F)c(C)[nH]c12 (stereo not given)	-6	-4	0	2	-3	6	1	1
19	CSc1ccc(OC2CCCCC2NS(=O)(=O)c2ccccc2)cc1 (stereo not given)	-5	-6	20	-4	-10	23	0.8	1.1
20	O=C(CCNC(=O)c1ccco1)NCc1ccc(C(=O)O)cc1	-7	-3	16	-2	6	-6	0.84	0.94
21	CC(Nc1nc(-c2cccc(Br)c2)cs1)c1nc2cc(Cl)c(N3CCCCC3)cc2n1CCOCCO (stereo not given)	5	-10	-8	-4	2	8	1.1	0.98
22	COc1ccc(CCNC(=O)C(=O)c2c[nH]c3ccccc23)cc1OC	-1	-2	5	-5	-1	3	0.95	1
23	CNS(=O)(=O)c1cccc(C(=O)OCC(=O)c2ccc3[nH]c(=O)[nH]c3c2)c1	1	-11	-6	1	21	4	1.1	0.79
24	O=Cc1cccc(OCc2cccc3ccccc23)c1	1	61*	18	-1	6	-1	0.82	0.94

# An excerpt from further up, as a working copy:
No.	mol	HKDC1 inhibitor	ATG4B inhibitor	hIAP block	APOBEC3A inh	mIAP inh	PfGluPho inh	hIAP activ	mIAP activ
11	COc1ccc(C(C)C)cc1S(=O)(=O)NCC1CCCO1 (stereo not given)	-8	-2	-16	2	5	-1	1.2	0.95
12	CC(C)C(c1nnnn1C1CCCCC1)N1CCN(C(=O)c2ccco2)CC1 (stereo not given)	-4	-1	0	2	-7	-13	1	1.1
13	Cc1noc(C)c1COc1ccc(C(=O)Nc2nnc(CC(C)C)s2)cc1	-4	8	2	-1	-3	-9	0.98	1
14	Cn1nnc(NC(=O)c2cccc(OCc3ccccc3)c2)n1	-4	-6	4	-3	5	-18	0.96	0.95
15	COc1ccccc1N1C(=O)c2ccc(C(=O)Nc3ccc(F)cc3)cc2C1=O	6	-10	4	-3	7	9	0.96	0.93
16	COc1ccc(OC)c(NC(=O)N2CCCC(CNS(=O)(=O)c3cccs3)C2)c1 (stereo not given)	-3	4	0	1	2	5	1	0.97
17	COc1ccc(S(=O)(=O)NCCC(=O)NCc2cccs2)cc1	4	0	11	0	-4	-5	0.89	1
18	COc1cccc2c(=O)c(SC(F)(F)C(F)C(F)(F)F)c(C)[nH]c12 (stereo not given)	-6	-4	0	2	-3	6	1	1
19	CSc1ccc(OC2CCCCC2NS(=O)(=O)c2ccccc2)cc1 (stereo not given)	-5	-6	20	-4	-10	23	0.8	1.1
20	O=C(CCNC(=O)c1ccco1)NCc1ccc(C(=O)O)cc1	-7	-3	16	-2	6	-6	0.84	0.94
21	CC(Nc1nc(-c2cccc(Br)c2)cs1)c1nc2cc(Cl)c(N3CCCCC3)cc2n1CCOCCO (stereo not given)	5	-10	-8	-4	2	8	1.1	0.98

# More entries
No.	mol	HKDC1 inhibitor	ATG4B inhibitor	hIAP block	APOBEC3A inh	mIAP inh	PfGluPho inh	hIAP activ	mIAP activ
25	Cc1nnsc1C(=O)N/N=C/c1ccc(OC(F)(F)F)cc1	3	-2	-1	3	3	-8	1	0.97
26	CC(C)Oc1ccc(C(CCNCc2ccc(O)cc2)c2ccccc2)cc1 (stereo not given)	0	-13	-11	-5	3	0	1.1	0.97
27	O=C(O)CSc1ncnc2sc3c(c12)CCCC3	-1	-6	-14	3	3	-9	1.1	0.97
28	COCCNC(=O)/C(C#N)=C\c1ccc(CNC(=O)C(=O)Nc2ccc(C)c(C)c2)o1	-12	-18	-45	-1	14	7	1.5	0.85
29	CCN1CCN(C(c2ccc(OC)cc2)C(O)C(=O)c2c[nH]c3ccccc23)CC1 (stereo not given)	2	-4	-8	-3	2	-6	1.1	0.98
30	O=C(NCc1cn2ccccc2n1)c1ccco1	-6	-6	-32	-6	-4	1	1.3	1
31	CC1CN(c2ccc([N+](=O)[O-])cc2Cl)CCN1S(C)(=O)=O (stereo not given)	-8	-1	5	-1	-4	57	0.95	1
32	C#CCOc1coc(COC(=O)c2ccccc2)cc1=O	5	10	2	-3	0	-14	0.98	1
33	C=CCN1C(=O)c2ccc(C(=O)N3CCN(S(=O)(=O)c4ccccc4Br)CC3)cc2C1=O	-2	-11	5	8	6	1	0.95	0.94
34	CCCCNC(=O)C1C2C=CC3(CN(Cc4ccccc4Cl)C(=O)C13)O2 (stereo not given)	-4	-4	-10	-4	-5	-12	1.1	1
35	CCN1C(=O)/C(=C2/C=Cc3ccccc3N2C)OC1=S	5	0	18	1	22	8	0.82	0.78
36	O=[N+]([O-])c1cc2c(c(CSc3ncccn3)c1)OCOC2	-9	3	-2	5	0	-8	1	1
37	COc1ccc(O)c(/C=N/NS(=O)(=O)c2ccc(C)cc2)c1	-1	3	12	-7	9	-10	0.88	0.91
38	CN(CC(=O)NCc1ccncc1)S(=O)(=O)c1cc(Cl)ccc1Cl	1	0	5	-4	6	-10	0.95	0.94
39	COc1cc(NS(=O)(=O)c2ccc(C)cc2)ccc1-n1cnnn1	-1	0	3	-6	4	-25	0.97	0.96
40	c1ccc2c(c1)SCc1nnc(-c3ccncc3)n1-2	-7	-6	-16	-4	-4	10	1.2	1
41	CCc1ccccc1NC(=S)N1CCC(NC(=O)c2ccc(OC)cc2)CC1	-6	0	16	-5	4	1	0.84	0.96
42	CC(C)[C@H]1CN=C2N(CCNC(=O)CCC3CCCCC3)[C@H](Cc3ccc(O)cc3)CN21	-8	-1	5	1	7	1	0.95	0.93
43	CC(=NNC(=O)CSc1nc2ccccc2o1)c1ccco1	-3	-2	-61	2	-2	21	1.6	1
44	CCCc1c(C(=O)NNc2cccc(Cl)c2)cnn1-c1ccccc1	5	-1	6	0	2	12	0.94	0.98
45	C=CCNC(=S)NC(=O)c1oc2ccccc2c1C	10	-11	12	0	-4	1	0.88	1
46	COc1cc(OC)c2c(-c3cccc(-c4cccc(N)c4)c3)cc(=O)oc2c1	3	-15	nt	4	-2	33	nt	1
47	CCOc1ccccc1NC(=O)CSc1nnc2ccc(-c3ccccn3)nn12	-2	-6	-10	1	8	6	1.1	0.93
48	CCC(O)(CCN1CCCCC1)c1ccccc1 (stereo not given)	-6	-2	3	1	-6	-5	0.97	1.1
49	CN1CC2(C(=O)c3ccccc3)CN(C)CC(C(=O)c3ccccc3)(C1)C2	6	16	4	-2	4	9	0.96	0.96
50	Cc1nc(-c2ccccc2)sc1C(=O)/C=C/c1ccc(Cl)cc1	16	-4	-15	-2	2	4	1.1	0.98
51	CCOC(=O)N1CCN(Cc2nc(-c3ccc(OC)cc3)no2)CC1	-9	-3	17	-5	6	9	0.83	0.94
52	CCc1ccc(C(=O)NNC(=O)CCC2CCCCC2)cc1	4	-8	-60	-3	0	7	1.6	1
53	COc1ccc(S(=O)(=O)N(C)CC(=O)Nc2cccc(C(C)=O)c2)cc1Cl	-10	-7	5	3	2	7	0.95	0.98
54	COC(=O)C1=C(C)N(Cc2ccccc2)C(=NCCCCO)N[C@H]1CCc1ccccc1	-3	-7	12	44*	-2	8	0.88	1
55	COc1ccc(NC(=S)NC(C)Cc2cccs2)cc1 (stereo not given)	-15	-1	5	-2	-7	9	0.95	1.1
56	C/C(=N\Nc1nc2ccccc2s1)c1ccc(Br)s1	-4	13	-12	-1	25	34	1.1	0.75
57	Cc1ccc(C2=NN(C3=NN=C(N)Cc4ncnn43)C(O)(C(F)(F)F)C2)cc1 (stereo not given)	2	-7	16	1	17	-21	0.84	0.83

# Random draw from the library, and some 2.4% of all compounds hit somewhere here.
